Screening results deposited in PubChem by National Center for Advancing Translational Sciences (NCATS).
Pf growth 48h: P. falciparum growth inhibition at 48 hours (one generation). P. falciparum luciferase growth in erythrocytes, 48 h. 310,000 compounds, 5.9% hits. Potency, µM (titrated, usually from 28.7 µM), for the others: at the top dose activity change, negative = inhibition, usual class: inhibitors. AID 504832; also: potency is read from the fitted curve at half-maximal effect; % is scaled to controls: 0 for no effect and ±100 for the full control effect
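In quantitative HTS format, infected erythrocytes bearing luciferase-reporter parasites were treated for a single generation at 37 C. Luminescence after adding detection reagent served as the growth measure.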
Pf growth 96h: P. falciparum growth inhibition at 96 hour, primary screen for plastid delayed-death inhibitors. P. falciparum luciferase reporter growth, 96 h. Potency, µM (top dose mostly 28.7 µM), inactives show top-dose activity change, negative = inhibition, actives largely listed as inhibitors. 320,000 compounds, 6.9% hits. AID 504834; also: potency is read from the fitted curve at half-maximal effect; % is scaled to controls: 0 for no effect and ±100 for the full control effect
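Parasite growth measured via integrated firefly luciferase reporter in P. falciparum. Infected erythrocytes at 2% hematocrit, 0.05% parasitemia final were treated 96 hours at 37 C under 5% CO2, and luminescence was read.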
LmPK inh: inhibitors of Leishmania mexicana pyruvate kinase; AID 1721; purified LmPK, Kinase-Glo ATP luminescence, 1 h; 290,000 compounds, 0.37% hits; Potency, µM (doses to about 57.5 µM), without a hit: at the highest dose activity change, negative = inhibition, most hits filed as inhibitors; also: potency is read from the fitted curve at half-maximal effect; % is scaled to controls: 0 for no effect and ±100 for the full control effect
Target sequence (Q27686 whole entry, looked up): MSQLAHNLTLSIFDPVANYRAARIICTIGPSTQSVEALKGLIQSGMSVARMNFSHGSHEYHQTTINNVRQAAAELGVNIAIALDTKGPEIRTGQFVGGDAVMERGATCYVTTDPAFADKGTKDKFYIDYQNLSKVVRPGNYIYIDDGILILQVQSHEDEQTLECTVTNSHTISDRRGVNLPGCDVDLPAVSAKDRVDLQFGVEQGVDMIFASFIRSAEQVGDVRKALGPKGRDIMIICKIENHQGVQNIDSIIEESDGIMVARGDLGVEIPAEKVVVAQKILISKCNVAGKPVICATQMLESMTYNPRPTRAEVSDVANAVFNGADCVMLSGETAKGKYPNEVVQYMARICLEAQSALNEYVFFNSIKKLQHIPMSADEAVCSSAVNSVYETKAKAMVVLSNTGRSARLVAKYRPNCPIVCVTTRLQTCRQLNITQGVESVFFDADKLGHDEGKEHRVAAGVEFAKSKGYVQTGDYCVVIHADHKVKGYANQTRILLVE
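Screened at intermediate enzyme activity to detect both inhibitors and activators: LmPK at 0.1 nM, with a 0.5 nM enzyme column as activation reference. PEP 0.5 mM, ADP 0.1 mM; ATP detected by luminescence after 1 h.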
CHX counter: affects cycloheximide protein synthesis inhibition readout, counter-screen | cell reporter, cycloheximide protein synthesis inhibition counterscreen | max response, % | 300,000 compounds, 12% hits; in the data active = max response mostly above about 13%, no sharp cut-off; inactive = mostly below about 14%; also: read at 38.3 µM for the half of the compounds with a filed dose; 0% is about no effect
Shiga inhibitor: Shiga toxin inhibition; Vero cells, Shiga toxin protein synthesis inhibition reporter; inhibition, % at 38.7 µM; 290,000 compounds, 9.2% hits; AID 2315; in the data active = inhibition mostly above about 28%, no sharp cut-off; inactive = mostly below about 43%; also: 0% is about no effect
TbPYK inhibitor: blocks Trypanosoma brucei pyruvate kinase | Q57TT1 | TbPYK enzyme, Kinase-Glo Plus ATP luminescence, 45 min | Potency, µM (series often up to 76.8 µM), inactives show at the top dose activity, negative = inhibition, hits mostly inhibitors | 410,000 compounds, 0.12% hits | AID 624173; also: potency is read from the fitted curve at half-maximal effect; % is scaled to controls: 0 for no effect and ±100 for the full control effect; nearly all actives have a fitted effect of over 50% in size
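Readout: single end-point luminescence (Kinase-Glo Plus, 10 min). Reaction conditions were TbPYK/substrate plus 130 uM ADP, 45 min at RT, pH 7.2 TEA buffer. No-enzyme wells served as controls, and data were normalized before concentration-response fitting.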
AmpC no deterg: blocks E. coli AmpC beta-lactamase in detergent-free assay; 330,000 compounds, 0.52% hits; P00811; Potency, µM (titrated, usually from 57.1 µM), for inactives: at the highest dose activity change, negative = inhibition, most hits filed as inhibitors; AmpC nitrocefin hydrolysis, absorbance 480 nm, 0.0001% Triton;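 also: potency is read from the fitted curve at half-maximal effect; plate controls were no compound for no effect and no enzyme for full effect; nearly all actives have a fitted effect of over 20% in size; some results filed as inactive show a strong effect at the top dose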
Target sequence (P00811 whole entry, looked up): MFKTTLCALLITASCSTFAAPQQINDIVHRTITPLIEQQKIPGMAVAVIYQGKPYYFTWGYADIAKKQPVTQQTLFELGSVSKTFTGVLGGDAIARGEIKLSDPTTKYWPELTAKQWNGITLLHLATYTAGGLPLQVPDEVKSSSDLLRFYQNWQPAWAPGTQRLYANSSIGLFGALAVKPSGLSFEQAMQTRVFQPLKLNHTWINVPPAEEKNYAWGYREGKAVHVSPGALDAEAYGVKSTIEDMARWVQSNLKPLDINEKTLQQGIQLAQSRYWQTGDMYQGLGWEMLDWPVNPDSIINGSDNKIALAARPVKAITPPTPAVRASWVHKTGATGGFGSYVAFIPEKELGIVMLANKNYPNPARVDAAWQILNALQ
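20 mM phosphate pH 7.0 + 0.01% (detergent screen) or 0.0001% Triton X-100; 5.3 nM AmpC reagent; cpd preinc 15 min RT; nitrocefin (800 uM stock) to start; A480 q20 s × 4 min; Activity was normalised to no-enzyme and no-compound control wells.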
Starred values were filed as active, the others as inactive; [ ] = another dose, or the depositor's remark. Unless noted, calls follow the shape of the dose curve; as a rule, active = well fitted curve in the direction sought with a large enough effect; inconclusive = small, poorly fitted or top-dose-only effect, or another doubt; inactive = no such curve, though single readings can be large; an effect the other way counts as inactive or inconclusive.

Results for O=C(COc1ccc(Cl)cc1)OCC(=O)N1CCCC1 ?
Pf growth 48h: 2%; Pf growth 96h: 0%; LmPK inh: -2%; CHX counter: -1; Shiga inhibitor: 2; TbPYK inhibitor: 0%; AmpC no deterg: -8%

What do the screens show for `COc1cccc(C(=O)Nc2nnc(-c3ccc(F)cc3)o2)c1`?
Pf growth 48h: inconclusive; Pf growth 96h: -5%; LmPK inh: 5%; CHX counter: 1; Shiga inhibitor: -3; TbPYK inhibitor: 0%; AmpC no deterg: -44%

Results for CCN1CCN(c2cc(C)c3cc(NC(=O)c4ccc(C)c(C)c4)ccc3n2)CC1 ?
Pf growth 48h: 2.1µM*; Pf growth 96h: inconclusive; LmPK inh: 1%; CHX counter: 0; Shiga inhibitor: -8; TbPYK inhibitor: 2%; AmpC no deterg: -4%

How did CCCN1CCN(CCCNC(=O)c2cc3c(=O)oc4ccc(C)cc4c3s2)CC1 do in these assays?
Pf growth 48h: 13%; Pf growth 96h: inconclusive; LmPK inh: 0%; CHX counter: -2; Shiga inhibitor: -10; TbPYK inhibitor: 0%; AmpC no deterg: -10%

Results for O=C(NNS(=O)(=O)c1ccc(Br)cc1)c1csnn1 ?
Pf growth 48h: 10%; Pf growth 96h: 0%; LmPK inh: 0%; CHX counter: 12; Shiga inhibitor: 1; TbPYK inhibitor: 3%; AmpC no deterg: -19%

What do the screens show for `CN1CCN(S(=O)(=O)c2ccc(N3CCN(C(=O)c4ccccc4)CC3)nc2)CC1`?
Pf growth 48h: -26%; Pf growth 96h: inconclusive; LmPK inh: 1%; CHX counter: 11; Shiga inhibitor: 0; TbPYK inhibitor: -5%; AmpC no deterg: 6%

What do the screens show for `CCCn1nc(Oc2nc(NCC)nc(NC(C)C)n2)ccc1=O`?
Pf growth 48h: -8%; Pf growth 96h: 3%; LmPK inh: -1%; CHX counter: 2; Shiga inhibitor: -5; TbPYK inhibitor: 2%; AmpC no deterg: -1%

What do the screens show for `CC(=O)O[C@H]1C[C@H](O[C@H]2[C@@H](O)CC(O[C@H]3[C@@H](O)C[C@H](O[C@H]4CC[C@@]5(C)[C@H](CC[C@@H]6[C@@H]5CC[C@]5(C)[C@@H](C7=CC(=O)OC7)CC[C@]65O)C4)O[C@@H]3C)O[C@@H]2C)O[C@H](C)[C@H]1O[C@@H]1O[C@H](CO)[C@@H](O)[C@H](O)[C@H]1O` (stereo partly drawn)?
Pf growth 48h: inconclusive; Pf growth 96h: 4.8µM*; TbPYK inhibitor: 2%

What do the screens show for `COc1ccc(-n2nnnc2-c2cn(C)nc2C(F)(F)F)cc1`?
Pf growth 48h: 7%; Pf growth 96h: 33%[activator]; LmPK inh: 2%; CHX counter: -1; Shiga inhibitor: -10; TbPYK inhibitor: 32%[activator]; AmpC no deterg: 2%

How did Cc1noc(C)c1CSCC(=O)Nc1ccc(Br)cc1Cl do in these assays?
Pf growth 48h: 15%; Pf growth 96h: 0%; TbPYK inhibitor: -13%; AmpC no deterg: -16%

Results for CCn1c(C)nnc1SCC(=O)Nc1ccccc1OC ?
Pf growth 48h: 39%[activator]; Pf growth 96h: inconclusive; LmPK inh: 7%; CHX counter: 1; TbPYK inhibitor: 2%; AmpC no deterg: -11%

Results for COc1cccc(N2C(=O)C3CCCN3C2c2ccc(Cl)cc2)c1 (stereo not drawn) ?
Pf growth 96h: 30%[activator]; LmPK inh: 1%; CHX counter: 0; Shiga inhibitor: -12; TbPYK inhibitor: -3%; AmpC no deterg: 26%

How did CCCCN(Cc1ccco1)C(=O)c1cc2c(=O)[nH]c3ccc(C)cc3c2s1 do in these assays?
Pf growth 96h: 4%; LmPK inh: 15%; CHX counter: 6; Shiga inhibitor: 7; TbPYK inhibitor: 2%; AmpC no deterg: 1%

What do the screens show for `Cn1c2c(c(O)c(-c3ccccc3)c1=O)C(=O)CC(C)(C)C2`?
Pf growth 48h: inconclusive; Pf growth 96h: inconclusive; LmPK inh: -4%; CHX counter: -2; Shiga inhibitor: 12; TbPYK inhibitor: 5%; AmpC no deterg: 1%

Results for Cc1cc(C)cc(N(CCC#N)C(=O)COC(=O)CCc2c[nH]c3ccccc23)c1 ?
Pf growth 48h: inconclusive; Pf growth 96h: -4%; TbPYK inhibitor: -12%; AmpC no deterg: 44%

What do the screens show for `Cc1ccc(CS(=O)(=O)CCC(=O)NCCc2ccccc2)cc1`?
Pf growth 48h: 19%; Pf growth 96h: 5%; LmPK inh: 3%; CHX counter: 6; Shiga inhibitor: -6; TbPYK inhibitor: 2%; AmpC no deterg: -12%

How did c1ccc(-n2c(Sc3cnccn3)nnc2-c2cccs2)cc1 do in these assays?
Pf growth 48h: 0%; Pf growth 96h: -32%; LmPK inh: 1%; CHX counter: -3; Shiga inhibitor: 9; TbPYK inhibitor: -13%; AmpC no deterg: -1%

What do the screens show for `CCc1ccccc1NC(=O)c1cc(-c2ccco2)on1`?
Pf growth 48h: 30%; Pf growth 96h: 20%; LmPK inh: 0%; CHX counter: 6; Shiga inhibitor: 32; TbPYK inhibitor: -1%; AmpC no deterg: -34%

What do the screens show for `CCOC(=O)CSc1nnc(CSc2nc3ccccc3s2)n1C`?
Pf growth 48h: 45%[activator]; Pf growth 96h: 6%; LmPK inh: 3%; CHX counter: 6; Shiga inhibitor: 7; TbPYK inhibitor: -2%; AmpC no deterg: 17%

Results for COc1cc(NC(=O)CSc2cc(C)c3cc(C)cc(C)c3n2)c(C(=O)O)cc1OC ?
Pf growth 48h: 0%; Pf growth 96h: inconclusive; LmPK inh: 3%; CHX counter: 5; Shiga inhibitor: 2; TbPYK inhibitor: 7%; AmpC no deterg: -25%

What do the screens show for `COc1ccc(N2C(=NC(=O)c3ccccc3)SC3CS(=O)(=O)CC32)cc1` (stereo not drawn)?
Pf growth 48h: 24%; Pf growth 96h: 6%; LmPK inh: 2%; CHX counter: -2; Shiga inhibitor: -2; TbPYK inhibitor: 1%; AmpC no deterg: -6%

How did COC(=O)C1=CN(C)C=C(C(=O)OC)C1c1ccc(Cl)cc1Cl do in these assays?
Pf growth 96h: 42%[activator]; LmPK inh: 2%; CHX counter: -1; Shiga inhibitor: -7; TbPYK inhibitor: 5%; AmpC no deterg: -13%

How did COc1ccc(C2C(C(=O)NCCN(C)C)c3cc(OC)c(OC)cc3C(=O)N2C)cc1OC (stereo not drawn) do in these assays?
Pf growth 48h: 6%; LmPK inh: -5%; CHX counter: -4; Shiga inhibitor: -8; TbPYK inhibitor: 1%; AmpC no deterg: -10%

Results for COc1ccc(N2C(=O)CSC2c2cccc(OC)c2OC)cc1 (stereo not drawn) ?
Pf growth 48h: -21%; Pf growth 96h: 59%[activator]; LmPK inh: 3%; CHX counter: -2; Shiga inhibitor: -6; TbPYK inhibitor: 3%; AmpC no deterg: -6%

5 compounds already listed, sorted by length of the SMILES, lowest first.
What do the screens show for `CCc1ccccc1NC(=O)c1cc(-c2ccco2)on1`?
Pf growth 48h: 30%; Pf growth 96h: 20%; LmPK inh: 0%; CHX counter: 6; Shiga inhibitor: 32; TbPYK inhibitor: -1%; AmpC no deterg: -34%

Results for COc1cccc(N2C(=O)C3CCCN3C2c2ccc(Cl)cc2)c1 (stereo not drawn) ?
Pf growth 96h: 30%[activator]; LmPK inh: 1%; CHX counter: 0; Shiga inhibitor: -12; TbPYK inhibitor: -3%; AmpC no deterg: 26%

How did CCCN1CCN(CCCNC(=O)c2cc3c(=O)oc4ccc(C)cc4c3s2)CC1 do in these assays?
Pf growth 48h: 13%; Pf growth 96h: inconclusive; LmPK inh: 0%; CHX counter: -2; Shiga inhibitor: -10; TbPYK inhibitor: 0%; AmpC no deterg: -10%

What do the screens show for `CN1CCN(S(=O)(=O)c2ccc(N3CCN(C(=O)c4ccccc4)CC3)nc2)CC1`?
Pf growth 48h: -26%; Pf growth 96h: inconclusive; LmPK inh: 1%; CHX counter: 11; Shiga inhibitor: 0; TbPYK inhibitor: -5%; AmpC no deterg: 6%

What do the screens show for `CC(=O)O[C@H]1C[C@H](O[C@H]2[C@@H](O)CC(O[C@H]3[C@@H](O)C[C@H](O[C@H]4CC[C@@]5(C)[C@H](CC[C@@H]6[C@@H]5CC[C@]5(C)[C@@H](C7=CC(=O)OC7)CC[C@]65O)C4)O[C@@H]3C)O[C@@H]2C)O[C@H](C)[C@H]1O[C@@H]1O[C@H](CO)[C@@H](O)[C@H](O)[C@H]1O` (stereo partly drawn)?
Pf growth 48h: inconclusive; Pf growth 96h: 4.8µM*; TbPYK inhibitor: 2%

Continuation.
What do the screens show for `CCc1cc(CC)c(/C=N/NC(N)=O)c(CC)c1/C=N/NC(N)=O`?
Pf growth 48h: inconclusive; Pf growth 96h: 6%; LmPK inh: 1%; CHX counter: 18; Shiga inhibitor: 21; TbPYK inhibitor: 0%; AmpC no deterg: -25%

Results for CCOC(=O)c1c(N)n[nH]c1-c1ccc(OC)cc1 ?
Pf growth 48h: -17%; LmPK inh: -3%; CHX counter: 2; Shiga inhibitor: -12; TbPYK inhibitor: 4%; AmpC no deterg: -21%

Results for O=C(NC1CCC(O)CC1)c1cc(-c2ccc(Cl)cc2)nc2ccccc12 (stereo not drawn) ?
Pf growth 48h: inconclusive; Pf growth 96h: inconclusive; TbPYK inhibitor: 5%; AmpC no deterg: -22%

Results for CC1=C(C(=O)N(C)C)C(c2cccc(Cl)c2)NC(=O)N1 (stereo not drawn) ?
Pf growth 48h: 2%; LmPK inh: 1%; CHX counter: -3; Shiga inhibitor: 20; TbPYK inhibitor: -13%; AmpC no deterg: -18%

What do the screens show for `CC(/C=C/c1ccco1)=N/NC(=O)C1COc2ccccc2O1` (stereo not drawn)?
Pf growth 48h: inconclusive; Pf growth 96h: -6%; LmPK inh: 1%; CHX counter: 8; Shiga inhibitor: -6; TbPYK inhibitor: -4%; AmpC no deterg: -23%

How did CCOC(=O)Nc1ccc(Cc2ccncc2)cc1 do in these assays?
Pf growth 48h: 34%[activator]; Pf growth 96h: inconclusive; LmPK inh: -5%; CHX counter: 26*; Shiga inhibitor: 29; TbPYK inhibitor: 0%; AmpC no deterg: -9%

Results for O=C1CSc2ccc(C(=O)N3CCN(c4ccccn4)CC3)cc2N1 ?
Pf growth 48h: 1%; Pf growth 96h: -83%; LmPK inh: 7%; CHX counter: -4; Shiga inhibitor: -40; TbPYK inhibitor: -4%; AmpC no deterg: -2%

Results for CCN1CCN(c2ccc([N+](=O)[O-])cc2S(=O)(=O)N2CCOCC2)CC1 ?
Pf growth 48h: 13%; Pf growth 96h: 0%; LmPK inh: 2%; CHX counter: -6; Shiga inhibitor: -9; TbPYK inhibitor: 2%; AmpC no deterg: -6%

How did CCOc1ccc(-c2c(C(=O)N/N=C/c3ccsc3)nnn2-c2nonc2N)cc1 do in these assays?
Pf growth 48h: 15%; Pf growth 96h: 2%; LmPK inh: -3%; CHX counter: -1; Shiga inhibitor: -18; TbPYK inhibitor: 0%; AmpC no deterg: -34%
